Screens: PubChem, National Center for Advancing Translational Sciences (NCATS)
KB-V1 cytotox = kills drug-selected multidrug resistant KB-V1 cells | KB-V1 MDR cells viability, CellTiter-Glo, 72 h | Potency, µM (series often up to 46.1 µM), inactives show top-dose activity change, negative = cytotoxicity, most hits filed as cytotoxic | actives 3.4% (n = 400,000); note: potency is the fitted concentration of half-maximal effect; % is set by controls: 0 for no effect and ±100 for the full control effect; nearly all actives have a fitted effect of over 60% in size
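qHTS viability screen in drug-selected KB-V1 MDR cells: 72 h compound treatment at 37 degrees C, ATP luminescence end point.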
HT1080NT lethal = kills 2HG-producing HT-1080-NT fibrosarcoma cells. Potency, µM (top dose mostly 46.1 µM), without a hit: top-dose activity, negative = less viability, usual class: cytotoxic. HT-1080-NT fibrosarcoma viability, CellTiter-Glo ATP luminescence, 48 h. AID 686970. actives 1.6% (n = 360,000);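 note: NT is the 2HG producing partner of a matched IDH1 knockdown line; potency is the fitted concentration of half-maximal effect; 0% = DMSO-treated cells and -100% = media-only wells without cells; nearly all actives have a fitted effect of over 55% in size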
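HT-1080-NT; 750 cells/well; 5% FBS RPMI; 48 h compound, 37 degrees C; CellTiter-Glo luminescence; curve fitting and curve-class assignment.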
HT1080 IDH1KD tx = kills HT-1080 cells with IDH1 knockdown. actives 2% (n = 360,000). HT-1080 IDH1 knockdown viability, ATP luminescence, 48 h. Potency, µM (top dose mostly 46.1 µM), inactives show top-dose activity, negative = toxicity, most hits filed as cytotoxic;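 note: potency is the fitted concentration of half-maximal effect; 0% = DMSO wells and -100% = cell-free medium wells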
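Using the IDH1-knockdown HT-1080 line run in the same batch and compound series as the NT line, viability after 48 h at 37 °C was determined by CellTiter-Glo luminescence and expressed as % activity.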
MCF10A rerep = DNA re-replication induction in MCF 10a cells; actives 2.9% (n = 350,000); MCF 10A DNA re-replication, Hoechst nuclear intensity, 48 h; Potency, µM (doses to about 46.1 µM), without a hit: at the highest dose activity, positive = re-replication, actives largely listed as activators; AID 624296; note: potency is the fitted concentration of half-maximal effect; % of control where 0% means no effect; nearly all actives have a fitted effect of over 50% in size
ATXN viability = reduces viability in counter-screen for ATXN expression inhibitors | S2 cells (HEK-293 line with an ATXN2-luciferase reporter) viability, CellTiter-Fluor protease fluorescence, 24 h | Potency, µM (doses to about 56.7 µM), usual class: cytotoxic | actives 0.49% (n = 400,000) | AID 651635; note: potency is the fitted concentration of half-maximal effect; nearly all actives have a fitted effect of over 40% in size
KB-3-1 cytotox = kills parental KB-3-1 adenocarcinoma cells. KB-3-1 viability, CellTiter-Glo ATP luminescence, 72 h. Potency, µM (highest dose often 46.1 µM), inactives show at the top dose activity change, negative = cytotoxic, actives largely listed as cytotoxic. actives 1.4% (n = 400,000). AID 1347075; note: potency is the fitted concentration of half-maximal effect; % is set by controls: 0 for no effect and ±100 for the full control effect; nearly all actives have a fitted effect of over 60% in size
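Viability of parental KB-3-1 cells, measured by CellTiter-Glo luminescence, followed a 72 h incubation at 37 °C with pinned compounds in phenol-red-free DMEM containing 10% FBS.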
IL1B secr inh = inhibitors of inflammasome signaling (IL-1 beta secretion) | THP-1 LPS/ATP IL-1B secretion, AlphaLISA, 16 h; stronger effect = lower value | activity change, % at 57.5 µM | actives 4.7% (n = 360,000); in the data active = activity change below about -50%; inconclusive = mostly about -30% to -49%; note: % is set by controls: 0 for no effect and ±100 for the full control effect
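THP-1 cells pretreated 1 hr with compounds (up to 57.5 uM final), then stimulated with LPS (250 ng/mL final) plus ATP (1.25 mM final); secreted IL-1B measured by AlphaLISA after 16 hr, decreased signal indicating inhibition.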
SW480 rereplic = inducers of DNA re-replication in SW480 colon cancer cells. SW480 DNA re-replication, Hoechst DNA content imaging, 48 h. actives 1.8% (n = 340,000). AID 624297. Potency, µM (top dose mostly 46.1 µM), without a hit: at the highest dose re-replication activation, actives largely listed as activators; note: potency is the fitted concentration of half-maximal effect; % of control where 0% means no effect; nearly all actives have a fitted effect of over 55% in size
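Cells (250 per well) received 23 nL compound or DMSO by pin tool and were kept 48 hr at 37 C, 5% CO2. Nuclei were then stained with Hoechst for 40 min and scanned for DNA content.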
ATXN2 expr inh = reduces ATXN2 reporter expression in HEK-293 cells; HEK-293 ATXN2-luciferase reporter, luminescence, 24 h; Potency, µM (doses to about 57 µM), without a hit: top-dose activity change, negative = inhibition, actives largely listed as inhibitors; actives 0.72% (n = 360,000); AID 1745845; note: potency is the fitted concentration of half-maximal effect; % is set by controls: 0 for no effect and ±100 for the full control effect; nearly all actives have a fitted effect of over 55% in size
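qHTS (up to 57 uM final) was run with 24 h compound exposure of reporter cells at 37 °C. Each well was multiplexed: SteadyGlo luminescence measured ATXN2-luciferase expression after a fluorogenic Gly-Phe-AFC viability readout (25 uM final).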
* = called active by the depositor; i = inactive; ? = inconclusive; nt = not tested or not shown; [ ] = another dose, or the depositor's remark. Unless noted, calls come from the whole dose curve; as a rule, active = well fitted curve in the direction sought with a large enough effect; inconclusive = small, poorly fitted or top-dose-only effect, or another doubt; inactive = no such curve, though single readings can be large; an effect the other way counts as inactive or inconclusive.

Screens by letter: A = KB-V1 cytotox; B = HT1080NT lethal; C = HT1080 IDH1KD tx; D = MCF10A rerep; E = ATXN viability; F = KB-3-1 cytotox; G = IL1B secr inh; H = SW480 rereplic; I = ATXN2 expr inh
CC1CCCCC12NC(=O)N(CC(=O)N(C)Cc1nc3ccccc3c(=O)[nH]1)C2=O (stereo unspecified)
  A = 11% | B = 0% | C = -15% | D = 1% | E = nt | F = -3% | G = 36 | H = -14% | I = nt

Cc1nn(C)c(C)c1CNC(=O)c1cc2n(n1)C(C(F)(F)F)CC(c1cccs1)N2 (stereo unspecified)
  A = ? | B = 1% | C = 0% | D = -26% | E = ? | F = -5% | G = 7 | H = 0% | I = -29%

O=C(Nc1ccc(Cl)cc1)C(NS(=O)(=O)c1cccs1)c1ccccc1 (stereo unspecified)
  A = 7% | B = nt | C = nt | D = nt | E = i | F = 8% | G = nt | H = nt | I = -2%

Cc1ccc(CNC(=O)CCS(=O)(=O)c2ccc(C)cc2)cc1
  A = 16% | B = 28% | C = 4% | D = -1% | E = i | F = 0% | G = -10 | H = -15% | I = -8%[11.3 µM]

COc1ccc(C(=O)NNC(=O)C(=O)N2CCCCC2)cc1OC
  A = -1% | B = -8% | C = -12% | D = 11% | E = i | F = -4% | G = i | H = 1% | I = -3%

CCOc1ccc(S(=O)(=O)c2c(C(=O)c3ccc(C)cc3)cnc3cc4c(cc23)OCCO4)cc1
  A = -5% | B = -1% | C = 10% | D = 3% | E = i | F = -11% | G = ? | H = 0% | I = -3%

O=C(COC(=O)COc1ccc(Cl)cc1)NCCNC(=O)COC(=O)COc1ccc(Cl)cc1
  A = 17% | B = 0% | C = 3% | D = -7% | E = i | F = 1% | G = -5 | H = -54%[inhibitor] | I = -22%

COc1ccc(CNC(=O)C[C@H]2C[C@H](C(=O)N3CCOCC3)[C@@]3(C)c4[nH]c5ccc(Cl)cc5c4CCN3C2=O)cc1OC
  A = 0% | B = 0% | C = -1% | D = 1% | E = i | F = 0% | G = -1 | H = 0% | I = 9%

CC(=O)c1cccc2c1OC(C)C(=O)N2Cc1ccc(Cl)cc1 (stereo unspecified)
  A = -2% | B = 2% | C = 3% | D = nt | E = i | F = 0% | G = 20 | H = nt | I = 5%

N#C/C(=C\Nc1ccc(Cl)cn1)S(=O)(=O)c1ccccn1
  A = -10% | B = 0% | C = -2% | D = -1% | E = i | F = 3% | G = 5 | H = -19% | I = nt

CCCCCOC(=O)c1ccc(OC(=O)c2cncc(Br)c2)cc1
  A = 3% | B = 14% | C = 2% | D = 1% | E = i | F = 16% | G = -11 | H = -3% | I = 71%[activator]

CC[C@]12c3[nH]c4ccccc4c3CCN1C(=O)C(CC(=O)NCCC1=CCCCC1)C[C@@H]2C(=O)N1CCN(C(=O)c2ccco2)CC1 (stereo partly specified)
  A = 0% | B = -2% | C = -4% | D = 5% | E = i | F = 0% | G = ? | H = -8% | I = 0%

O=C(CCNS(=O)(=O)c1ccc2c(c1)CCN2C(=O)C1CC1)Nc1ccc(Cl)cc1
  A = 0% | B = nt | C = nt | D = nt | E = i | F = -13% | G = nt | H = nt | I = -26%

Cn1c(=O)c([N+](=O)[O-])c(NCCCn2ccnc2)c2ccccc21
  A = 2% | B = 0% | C = 3% | D = ? | E = i | F = 4% | G = nt | H = -16% | I = 2%

C/C(=N/NC(=O)CNc1ccc(C)cc1)c1ccc(Cl)cc1
  A = 13% | B = -2% | C = -3%[9.24 µM] | D = 19% | E = i | F = -7% | G = -29 | H = -3% | I = -1%

COc1cccc(NC(=O)Cc2nnc(SCC(=O)NC3=NCCS3)n2C)c1
  A = ? | B = 8% | C = 0% | D = -8% | E = i | F = -10% | G = -7 | H = -6% | I = 0%

CCN(CC)CCCNC(=O)c1cc2c(-c3cccc(OC)c3)nn(C)c2s1
  A = -5% | B = ? | C = ? | D = ? | E = i | F = 0% | G = ? | H = ? | I = nt

COc1cc(/C=C/C(=O)O)cc(OC)c1
  A = -9% | B = -6% | C = -5% | D = ? | E = i | F = 0% | G = 31 | H = ? | I = 9%

CN(C)c1ccc2nc3c(=O)[nH]c(=O)nc-3n(CC(O)C(O)C(O)CO)c2c1 (stereo unspecified)
  A = -2% | B = -12% | C = -8% | D = 5% | E = 13µM* | F = -23% | G = 11 | H = -11% | I = nt

Cc1ccccc1OCc1cc(=O)n2c(-c3ccccc3)csc2n1
  A = 22% | B = nt | C = nt | D = nt | E = i | F = 15% | G = nt | H = nt | I = 15%

O=C(NCc1cccs1)c1cc2c(s1)CCCC2
  A = -5% | B = -8% | C = -1% | D = 24% | E = i | F = 10% | G = 0 | H = -2% | I = 38%[activator]

COc1ccc(-n2nnnc2SCC(=O)Nc2ccc(OC)cc2OC)cc1
  A = -13% | B = 0% | C = 0% | D = 3% | E = i | F = 7% | G = 11 | H = -2% | I = -10%

Cc1ccc(C(=O)N/C(=C\c2ccc(C)o2)C(=O)O)cc1
  A = 25% | B = 1% | C = 0% | D = -2% | E = i | F = -7% | G = 30 | H = -1% | I = 12%

Cc1ccnc(NC(=O)c2cccc(S(=O)(=O)N3CCN(c4ccccc4)CC3)c2)c1
  A = -26% | B = -15% | C = -20% | D = 17% | E = i | F = -15% | G = -13 | H = -252%[inhibitor] | I = -27%

CC(C)NC(=O)COc1coc(CN2CCN(c3cccc(Cl)c3)CC2)cc1=O
  A = -3% | B = 15% | C = 5% | D = 1% | E = i | F = -1% | G = 53 | H = -13% | I = -15%

Cc1ccccc1Nc1c(-c2ccc(Cl)cc2)nc2c(C)cccn12
  A = 0% | B = nt | C = nt | D = nt | E = i | F = 14% | G = nt | H = nt | I = -2%

O=[N+]([O-])c1cc([N+](=O)[O-])c(Oc2cncc(Cl)c2)cc1NN1CCCCC1
  A = ? | B = 0% | C = 9% | D = -1% | E = i | F = 23% | G = 23 | H = -11% | I = 9%

O=C(C1CCN(S(=O)(=O)N2CCOCC2)CC1)N1CCOCC1
  A = 17% | B = 19% | C = ? | D = 1% | E = ? | F = 0% | G = -1 | H = -6% | I = 0%

CSc1ccc(S(=O)(=O)N2CCC(C(=O)N3CCOCC3)CC2)cc1
  A = -22% | B = 1% | C = 6% | D = 0% | E = i | F = -7% | G = -7 | H = -3% | I = -12%

Cc1ccc(S(=O)(=O)c2nc(-c3cccs3)oc2SC(C)C)cc1
  A = -11% | B = nt | C = nt | D = nt | E = ? | F = -21% | G = nt | H = nt | I = 4%

Taken from above:
Reading for O=C(CCNS(=O)(=O)c1ccc2c(c1)CCN2C(=O)C1CC1)Nc1ccc(Cl)cc1 under KB-3-1 cytotox: -13%
Reading for O=C(COC(=O)COc1ccc(Cl)cc1)NCCNC(=O)COC(=O)COc1ccc(Cl)cc1 under KB-3-1 cytotox: 1%

(continued)
Screens by letter: A = KB-V1 cytotox; B = HT1080NT lethal; C = HT1080 IDH1KD tx; D = MCF10A rerep; E = ATXN viability; F = KB-3-1 cytotox; G = IL1B secr inh; H = SW480 rereplic; I = ATXN2 expr inh
Cc1cccc(OCCSc2nnc(-c3cccs3)o2)c1
  A = 5% | B = nt | C = nt | D = nt | E = i | F = -13% | G = nt | H = nt | I = -1%

COc1ccc(C(=O)COC(=O)CN2C(=O)C3C4C=CC(C5CC45)C3C2=O)cc1 (stereo unspecified)
  A = -3% | B = 8% | C = -1% | D = -9% | E = i | F = 0% | G = 2 | H = -4% | I = 19%

Cc1cccn2cc(-c3ccc(NC(=O)Cc4ccccc4)cc3)nc12
  A = 1% | B = -1% | C = 0% | D = ? | E = ? | F = 10% | G = 5 | H = -10% | I = -24%

COc1ccc(CNC(=O)CSc2nnnn2C)cc1OC
  A = 18% | B = 11% | C = 2% | D = -1% | E = i | F = 0% | G = 29 | H = -11% | I = 11%[11.3 µM]

O=C(CCc1ccccc1)N1CCCC1
  A = 9% | B = 11% | C = 9% | D = 12% | E = i | F = 9% | G = 4 | H = -11% | I = nt

Cc1cc(C(=O)N2CCN(CCc3ccccc3)CC2)no1
  A = ? | B = 11% | C = 0% | D = 16% | E = i | F = 1% | G = 4 | H = -3% | I = 1%

COc1ccc(NC(=O)c2cc3ccccc3oc2=O)c(OC)c1
  A = 6% | B = 14% | C = 4% | D = 7% | E = ? | F = 3% | G = 13 | H = 0% | I = nt

CCn1nc(C(=O)Nc2nc3ccccc3[nH]2)c2ccccc2c1=O
  A = -17% | B = 4% | C = 10% | D = 2% | E = i | F = 4% | G = -28 | H = -3% | I = -5%

O=C(CN1C(=O)c2ccc([N+](=O)[O-])cc2C1=O)Nc1ccccc1N1CCCC1
  A = 0% | B = 12% | C = 4% | D = -9% | E = i | F = -1% | G = 32 | H = 4% | I = -6%

O=C(NC1=NCCS1)c1cccc(S(=O)(=O)N2CCOCC2)c1
  A = 1% | B = 4%[9.24 µM] | C = 9% | D = -2% | E = i | F = 1% | G = 3 | H = -15% | I = 1%

CC(Cc1ccccc1)C(=O)NCc1ccccn1 (stereo unspecified)
  A = 18% | B = 8% | C = 9% | D = ? | E = i | F = 7% | G = -6 | H = -11% | I = 12%

O=C(COC(=O)c1ccc(Br)o1)NCCNC(=O)COC(=O)c1ccc(Br)o1
  A = 2% | B = -1% | C = -4% | D = -1% | E = i | F = -6% | G = 14 | H = -4% | I = -1%

CC(CCC(=O)O)C1CCC2C3CCC4C[C@H](O)CCC4(C)C3CC(=O)C12C (stereo partly specified)
  A = ? | B = 16% | C = 22% | D = -3% | E = i | F = -2% | G = -2 | H = -3% | I = -23%

Cc1ccc(NC(=O)CCn2cccn2)cc1Cl
  A = 9% | B = nt | C = nt | D = nt | E = i | F = 14% | G = nt | H = nt | I = 20%

Limited to HT1080NT lethal, HT1080 IDH1KD tx and IL1B secr inh, for some of the entries so far:
| mol | HT1080NT lethal | HT1080 IDH1KD tx | IL1B secr inh |
| --- | --- | --- | --- |
| CC(Cc1ccccc1)C(=O)NCc1ccccn1 (stereo unspecified) | 8% | 9% | -6 |
| O=C(COC(=O)c1ccc(Br)o1)NCCNC(=O)COC(=O)c1ccc(Br)o1 | -1% | -4% | 14 |
| CC(CCC(=O)O)C1CCC2C3CCC4C[C@H](O)CCC4(C)C3CC(=O)C12C (stereo partly specified) | 16% | 22% | -2 |
